Bioassay records: PubChem BioAssay, National Center for Advancing Translational Sciences (NCATS)
ALDH1A1 block = inhibitors of human aldehyde dehydrogenase 1A1. P00352. Purified ALDH1A1, NADH fluorescence, propionaldehyde substrate. Potency, µM (highest dose often 75.3 µM), for inactives: at the highest dose activity, negative = inhibition, most hits filed as inhibitors. hit rate 7.3% among 220,000. AID 1030; active = well fitted inhibition curve with a large enough effect, not every such curve was filed as active; inconclusive = small, poorly fitted or top-dose-only effect, or another doubt; inactive = no such curve, though single readings can be large or run the other way;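 note: plate controls were no enzyme wells and a reference inhibitor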
Tau ThT inhib = blocks human tau fibril formation measured by thioflavin T; Potency, µM (top dose mostly 57.4 µM), for the others: top-dose activity, negative = inhibition, most hits filed as inhibitors; P10636; recombinant tau K18 P301L, heparin-induced fibrillization, ThT fluorescence; hit rate 2.1% among 270,000; note: nearly all actives have a fitted effect of over 55% in size
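In this qHTS, human K18 P301L tau is incubated with compound and heparin for 6 hr at 37 C, and Thioflavin T fluorescence then reports fibril load.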
TR SRC2 fluor cs = alters Texas Red total fluorescence, flagging assay interference; TRb/SRC2 Texas Red total fluorescence interference; hit rate 0.29% among 280,000; Potency, µM (doses to about 106 µM), for the others: at the highest dose fluorescence change, negative = quenching; active = well fitted curve in either direction with a large enough effect; inconclusive = small, poorly fitted or top-dose-only effect
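Human TRb ligand-binding domain at 0.6 uM with 20 nM Texas Red SRC2 peptide in Tris buffer containing 1 uM T3 and 5% DMSO, incubated with compound 5 h at ambient temperature. Total fluorescence (555/632 nm) calculated as parallel + 2 × perpendicular.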
Tau FP inhib = tau fibrillization inhibition (FP); hit rate 0.39% among 280,000; P10636; K18 P301L tau heparin fibrillization, Alexa594 FP, 6 h; Potency, µM (doses to about 57.7 µM), without a hit: at the highest dose activity, negative = inhibition, most hits filed as inhibitors; note: nearly all actives have a fitted effect of over 55% in size
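FP of Alexa 594-tau after heparin (20 uM) induction. Substrate: human K18 P301L, 15 uM unlabeled, 0.24 uM labeled. Buffer 100 mM sodium acetate pH 7. 6 hr, 37 C.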
Tau fluor counter = counter-screen for tau fibril formation inhibitors; tau K18 P301L (four-repeat tau fragment) Alexa594 fluorescence, heparin fibrillization; Potency, µM (highest dose often 57.7 µM), inactives show top-dose activity change, negative = decrease; hit rate 0.93% among 280,000; note: nearly all actives have a fitted effect of over 55% in size
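Human K18 P301L tau (15 uM unlabeled plus 0.24 uM Alexa 594-labeled, final) in 100 mM sodium acetate pH 7 was mixed with compound and 20 uM heparin and incubated 6 hr at 37 C.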
L3MBTL1 inh = blocks human L3MBTL1; AlphaScreen L3MBTL1–H3K9me1 peptide binding; AID 485360; Q9Y468; hit rate 0.66% among 230,000; Potency, µM (series often up to 57.1 µM), inactives show at the top dose activity, negative = inhibition, actives largely listed as inhibitors; note: nearly all actives have a fitted effect of over 60% in size
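AlphaScreen assay: L3MBTL1 (50 nM final) was preincubated 30 min at room temperature with biotinylated H3(1-15)K9me1 peptide (75 nM final), then 30 min with library compounds; streptavidin donor and nickel chelate acceptor beads (10 ug/mL final) added, 30 min dark.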
TRb-SRC2 inh = TRbeta-SRC2 interaction inhibition; P10828; Potency, µM (highest dose often 106 µM), inactives show top-dose activity change, negative = inhibition, usual class: inhibitors; TRbeta-SRC2 peptide binding, fluorescence polarization; receptor liganded with 1 µM T3; hit rate 0.065% among 280,000; AID 1469;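 note: plate controls were bound peptide for no effect and peptide without receptor for full effect; nearly all actives have a fitted effect of over 50% in size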
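Binding of a 20-amino-acid Texas Red SRC2 peptide (20 nM) to TRb ligand-binding domain (0.6 uM) with agonist T3 at 1 uM was followed by fluorescence polarization after a 5 hr room-temperature incubation.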
aGal spleen mod = inhibits or activates alpha-galactosidase in human spleen homogenate | hit rate 0.008% among 240,000 | Potency, µM (highest dose often 80 µM), for the others: at the highest dose activity change, negative = inhibition, most hits filed as inhibitors | human spleen homogenate, 4MU-alpha-Gal fluorescence, 40 min;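 note: 0% = enzyme with vehicle and -100% = no enzyme basal signal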
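qHTS titration in buffer at pH 5.0. Alpha-galactosidase activity in spleen homogenate was measured via 4-methylumbelliferone release from 1 mM fluorogenic substrate after 40 min at 37C and a pH 10 stop. AC50 came from Hill fits of control-normalized data.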
The depositor's hits bear a star; ? = inconclusive; . = no result given; & = joins results of further samples; [ ] = dose if it differs, or a comment. Unless noted, calls come from the whole dose curve; as a rule, active = well fitted curve in the direction sought with a large enough effect; inconclusive = small, poorly fitted or top-dose-only effect, or another doubt; inactive = no such curve, though single readings can be large; an effect the other way counts as inactive or inconclusive. Unless noted, % is set by controls: 0 for no effect and ±100 for the full control effect; potency is the fitted concentration of half-maximal effect. Outcome played no part in choosing rows; 8.5% or so of the library scored in one or more.

structure	Tau FP inhib	L3MBTL1 inh	ALDH1A1 block	Tau ThT inhib	TRb-SRC2 inh	Tau fluor counter	TR SRC2 fluor cs	aGal spleen mod
Cc1cc(=O)n2c(sc3ccccc32)c1C#N	0%	14%	18%	2%	-2%	0%	-1%	5%
CCOC(=O)C1=C(c2ccccc2)OC(N)=C(C#N)C1c1cccnc1 (stereo not given)	-5%	?	-7%	-6%	0%	-2%	-3%	3%
Cn1nnnc1SCC(=O)Nc1ccccc1C(=O)NCc1ccccc1	-2%	-2%	5%	-6%	-19%	3%	0%	3%
CCCOc1ccc(C(=O)NCCO)cc1	-2%	.	-7%	-22%	-1%	-4%	3%	-7%
O=C1CC[C@@H](CN(Cc2ccccn2)Cc2nc(-c3ccc(C(F)(F)F)cc3)no2)N1	-3%	6%	7%	-7%	3%	-12%	4%	1%
COc1ccc2c(c1)CCCC21NC(=O)NC1=O (stereo not given)	5%	1%	7%	1%	-18%	4%	1%	-5%
COCCNC(=O)c1ccc(Cn2c(SCC(N)=O)nc3ccccc3c2=O)cc1	4%	.	.	7%	-1%	11%	-29%	.
Cn1c(SCC(=O)NCc2ccc3c(c2)OCO3)nnc1-c1cc2ccccc2cc1O	-3%	-4%	3%	-9%	4%	-11%	1%	7%
COc1cc2c(cc1NC(=O)C(C)N1CCN(S(=O)(=O)c3ccc(C)c(C)c3)CC1)oc1ccccc12 (stereo not given)	-4%	.	?	-11%	-13%	-9%	2%	5%
Cc1cc(C)n(-c2nc3sc4c(c3c3nnc(SCC(N)=O)n23)CC(C)(C)OC4)n1	5%	-21%	-1%	-1%	-4%	-3%	-2%	4%
Nc1ccc(C(=O)N2CCCC2)cc1CS(=O)(=O)c1ccc(Cl)cc1	2%	4%	-3%	4%	9%	5%	-2%	-2%
CC(C)(O)[C@H](O)COc1c2occc2cc2ccc(=O)oc12	-1%	5%	1%	1%	-12%	1%	0%	1%
CC(=O)c1cccc(NC(=O)NCc2cccnc2)c1	-3%	.	-2%	2%	-23%	4%	-1%	2%
O=C(CSc1nnc(-c2cccs2)n1-c1ccccc1)NCc1ccc2c(c1)OCO2	3%	.	-11%	-2%	0%	4%	1%	3%
COC(=O)c1c(NC(=O)CC2SC(N)=NC2=O)sc2c1CCC(C)C2 (stereo not given)	-3%	-7%	13µM*	-15%	6%	-5%	-1%	-4%
O=C(O)CCc1ccc(-c2cccs2)n1Cc1ccco1	-1%	.	?	?	7%	-4%	1%	-4%
Cc1nc([N+](=O)[O-])c(N2CCN(Cc3ccccc3)CC2)n1Cc1ccccc1	9%	.	-2%	-7%	8%	-6%	1%	-1%
CN(C)c1ccc(NC(=O)CSC2=Nc3ccccc3C3=NC(CCC(=O)NCc4cccs4)C(=O)N23)cc1 (stereo not given)	7%	.	.	?	3%	-26%	2%	.
Cc1cc(=O)n2nc(N3CCCC(C(=O)NCCC4=CCCCC4)C3)sc2n1 (stereo not given)	2%	.	?	-6%	7%	-2%	1%	10%
CC(=O)N(CCC(Cc1ccccc1)c1ccco1)Cc1ccco1 (stereo not given)	-12%	.	.	?	4%	-7%	2%	6%
CC(C)(C)n1nc(-c2ccc(F)cc2)c2c(N)ncnc21	-6%	5%	?	-7%	-6%	-8%	-3%	0%
CC(=N\Nc1ccccc1)/C(=N/O)C(=O)Nc1ccccc1	-7%	1%	6%	-9%	-3%	-14%	2%	-5%
CCOc1ccc(CN(Cc2ccco2)C(c2cccs2)c2nnnn2C(C)(C)C)cc1 (stereo not given)	?	-8%	-10%	-9%	-2%	-6%	-3%	-9%
O=C(Cc1ccc(-c2ccccc2)cc1)NCCS(=O)(=O)N1CCN(c2ccccc2)CC1	-11%	.	.	-8%	1%	-5%	?	.
CN(Cc1ccc2nonc2c1)Cc1nc(Cc2cccc(F)c2)no1	7%	111%[activator]	?	-6%	-9%	-20%	-9%	-4%
Cc1nc(-c2cccc(NC(=O)C3CCCCC3)c2)cs1	-2%	1%[11.4 µM]	1%	-7%	-1%	-9%	-3%	-3%
CS(=O)(=O)N1CCN(c2ccc(NC(=S)NC(=O)c3ccccc3[N+](=O)[O-])cc2)CC1	-11%	.	?	-20%	-5%	-23%	-2%	-4%
O=C1CC(c2ccccc2)CC(O)=C1C=NCc1ccncc1 (stereo not given)	7%	?	1%	2%	-3%	6%	0%	-7%
O=C(O)C1CC(=O)N(c2ccc(F)c(F)c2)C1 (stereo not given)	0%	4%	-1%	-1%	-3%	2%	-8%	-4%
Cc1cccc2sc(N(CCCN(C)C)C(=O)CCc3ccccc3)nc12	?	-13%	9%	-15%	4%	?	-1%	-5%

An excerpt from above with just Tau fluor counter, aGal spleen mod and TRb-SRC2 inh.
molecule | Tau fluor counter | aGal spleen mod | TRb-SRC2 inh
CN(Cc1ccc2nonc2c1)Cc1nc(Cc2cccc(F)c2)no1 | -20% | -4% | -9%
CS(=O)(=O)N1CCN(c2ccc(NC(=S)NC(=O)c3ccccc3[N+](=O)[O-])cc2)CC1 | -23% | -4% | -5%
COCCNC(=O)c1ccc(Cn2c(SCC(N)=O)nc3ccccc3c2=O)cc1 | 11% | . | -1%
O=C(CSc1nnc(-c2cccs2)n1-c1ccccc1)NCc1ccc2c(c1)OCO2 | 4% | 3% | 0%

(next part)
structure	Tau FP inhib	L3MBTL1 inh	ALDH1A1 block	Tau ThT inhib	TRb-SRC2 inh	Tau fluor counter	TR SRC2 fluor cs	aGal spleen mod
O=C(CSc1nc2ccccc2c(=O)n1Cc1ccccc1)NCc1ccco1	-5%	-13%	?	6%	-10%	2%	0%	13%
CCOC(=O)c1nnn(-c2nonc2N)c1COc1ccc(F)cc1	0%	.	?	-7%	5%	-20%	0%	4%
Cc1ccc(OC(=O)c2cccc(S(=O)(=O)N(C)C)c2)c(-n2nc3ccccc3n2)c1	-7%	.	0%	-5%	0%	?	-2%	6%
COc1ccc2c(c1)CCc1c(C(=O)Nc3c(C)nn(Cc4ccc(Cl)c(Cl)c4)c3C)noc1-2	-2%	.	.	-16%	0%	-10%	-12%	.
C=CCn1c(Cc2ccc(OC)cc2)nnc1SCc1nc2ccccc2c(=O)[nH]1	3%	0%	-16%	-2%	6%	3%	-4%	-3%
COC(=O)c1ccc(/C=N/Nc2nc(-c3ccccc3)cs2)cc1	8%	-6%	?	?	1%	-29%	-5%	2%
Brc1ccc(OCc2nnc3n2CCC3)cc1	6%	12%	6%	2%	0%	1%	-3%	1%
COc1cccc(S(=O)(=O)Nc2cccc(C(=O)N3CCOCC3)c2)c1	0%	7%	14µM*	0%	-1%	0%	1%	0%
CN1CCN(c2ccc(CNC(=O)c3cc4ccccc4o3)cc2)CC1	4%	-7%	.	2%	-2%	3%	-3%	-4%
CN(C)S(=O)(=O)Oc1ccc(Cl)cc1C(=O)Nc1ccc(F)cc1F	0%	-2%	?	3%	-13%	1%	-6%	4%
CCOc1ccc2nc(N(CCN(CC)CC)C(=O)c3cccc([N+](=O)[O-])c3)sc2c1	-8%	.	4%	2%	7%	-2%	-1%	-4%
CC(C)C(=O)Nc1nnc(CCc2nnc(NC(=O)C(C)C)s2)s1	4%	1%	-2%	-6%	0%	-2%	-3%	-3%
C[N+](C)(C)CCCCCCCCCC[N+](C)(C)C	10%&-5%&3%	-10%	2%	-6%&-13%&13%	2%	-8%&-17%&10%	-7%	1%
O=C(CSc1nc2ccccc2[nH]1)NC1CCS(=O)(=O)C1 (stereo not given)	-2%	.	11%	5%	6%	1%	3%	6%
CCCCn1c(SCC(=O)Nc2nc(C)cs2)nnc1-c1cccnc1	1%	.	-1%	-4%	2%	5%	0%	-1%
COC(=O)c1ccc(Cl)cc1NC(=O)N1CC(C)Oc2ccccc21 (stereo not given)	-6%	.	.	-9%	-10%	-6%	0%	.
O=C(CCS(=O)(=O)Cc1ccccc1)N1CCc2ccccc2C1	-9%	.	?	-13%	-9%	-11%	0%	-3%
O=C(O)c1[nH]c2ccc(Cl)cc2c1CC(=O)N1CCN(C(=O)c2ccco2)CC1	4%	?	?	-12%	-2%	5%	0%	3%
CCOC(=O)Cn1c(C)cc(=O)c2ccccc21	-4%	5%	3%	-7%	7%	2%	0%	-11%
O=C(/C=N/O)NCc1ccncc1	3%	6%[11.4 µM]	17%	-5%	5%	2%	3%	2%
Cc1ccc(-c2nc3[nH]c(=O)cc(NC(=O)C(C)C)n3n2)cc1	-2%	.	.	.	-5%	7%	-1%	-4%
CCN(CC)C(=O)CN(C)S(=O)(=O)c1cccc2nsnc12	-4%	5%	6%	-4%	-20%	-14%	1%	3%
N#Cc1c(C#N)c(-c2ccccc2)n(-c2ccccc2)c1N	0%	-1%	?	0%	-17%	-28%	0%	3%
O=C(CCS(=O)(=O)c1ccc(Cl)cc1)OCC(=O)N1CCCCC1	-2%	.	-2%	-10%	-3%	-7%	-6%	1%
CCOC(=O)N1CC(=O)Nc2ccc(Br)cc2C1c1ccccc1 (stereo not given)	2%	.	.	.	0%	3%	-3%	13%
Cc1ccc(SCCNC(=O)c2ccc(CN3CCOCC3)cc2)cc1	-4%	0%[11.4 µM]	3%	1%	3%	-3%	-4%	0%
CC1(c2nnc(-c3ccc(Cl)cc3)o2)CC(c2cccc(Cl)c2)=NO1 (stereo not given)	2%	.	.	-6%	3%	-12%	-3%	-4%
CCCCOc1ccc(OCCCC)c2c1NC1(N2)C(=O)N(C(C)=O)c2ccccc21	-7%	-4%	-4%	-12%	5%	-3%	0%	1%
CCOC(=O)N1CCC(NC(=O)c2ccc3c(c2)N(Cc2ccccc2C)C(=O)c2ccccc2S3=O)CC1 (stereo not given)	9%	.	.	-11%	-1%	-15%	3%	.
O=C(Cn1cccc1)NC1CCCCCC1	-1%	-10%	-2%	-11%	-6%	-1%	-3%	-7%
